Screening data from PubChem BioAssay.
Hsp70 displacement: small molecules displacing fluorescent ligand from Hsp70 – biochemical, fluorescence polarization, primary screen (AID 583) | Hsp70 fluorescence polarization probe displacement, mP; higher % means a stronger effect | one-dose displacement, % at 20 µM; IC50 in µM for titrated hits | 140,000 tested, 0.06% active; in the data active = displacement above about 50%;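 also: plate controls were vehicle for no effect and reference ligand for full effect; a part of the inactive calls stands beside numbers as strong as those of hits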
Rat MKP-3 inhibitors: MKP-3 phosphatase inhibitors, primary screen, biochemical, rat enzyme, in vitro (AID 425); recombinant MKP-3 phosphatase activity, fluorescence; higher % means a stronger effect; inhibition, % at 20 µM, or IC50 in µM where a hit was titrated; 110,000 tested, 0.17% active; in the data active = inhibition above about 50%;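 also: plate controls were vehicle for no effect and reference inhibitor for full effect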
Active calls of the source: *; nt = not tested or not shown; & = joins results of further samples.

SMILES	Hsp70 displacement	Rat MKP-3 inhibitors
O=C(Nc1ccc([N+](=O)[O-])cc1)C1C(c2ccccc2)C1(Cl)Cl (centres undefined)	5.6%	0%
CCOc1cc(S(=O)(=O)N(CC)CC)c(OCC)cc1-n1cnnn1	1.2%	nt
CCOc1cc(OCC)cc(C(=O)Nc2ccc3oc(-c4ccc(OC)cc4)nc3c2)c1	3.3%	2%
COC(=O)c1ccc(Sc2ccc(F)cc2)c(N)c1	1.0%	nt
COc1ccccc1-n1cnc2nc[nH]c(=O)c21	nt	3%
CCOCCSc1nnc2nc(C)cc(C)n12	1.5%	-9%
CCOC(=O)c1oc2ccccc2c1NC(=O)c1ccccc1OC	3.7%	-3%
O=C1NC(=O)c2c1cc1ccccc1c2-c1ccccc1	-2.0%	-2%
CC(C)(C)NC(=O)C1CC(=O)OC1(C)C (centres undefined)	-7.2%	-3%
Cc1ccc(C)c(CN2CCNC2=O)c1	-4.0%	4%
C=CCn1c(COc2ccccc2)nnc1SCc1ccc(C#N)cc1	-3.8%	-16%
CCc1ccccc1NC(=O)CN(c1ccc(C)c(Cl)c1)S(C)(=O)=O	2.9%	-1%
Cc1nc2scc(-c3ccccc3)c2c(=O)n1N	3.9%	6%
CN(C)S(=O)(=O)N1CCN(S(=O)(=O)c2ccc3ccccc3c2)CC1	1.6%	nt
C=C1c2cc(OC)ccc2NC(=O)N1CC	2.4%	-8%&-1%
CC(=O)N1CCc2cc(S(=O)(=O)NCCC(=O)Nc3cccc(C)c3C)ccc21	2.7%	-3%
CCn1c(SCCC(=O)Nc2ccccc2)nnc1-c1ccc(OC)cc1	-1.4%	5%
CCOc1ccccc1N1CCN(C(=O)CCc2ccccc2)CC1	-1.2%	1%
Cc1ccc(N(CN2C(=O)C3CC=CCC3C2=O)C(=O)c2ccco2)cc1Cl (centres undefined)	1.2%	1%
CN1C(=O)C2(c3ccccc31)C1CCCC=C1C(C#N)=C(N)C2(C#N)C#N (centres undefined)	0.4%	-10%
Cc1ccc2c(c1)c(-c1ccccc1)nc1nncn12	1.5%	7%
COc1ccc(C(=O)CC2(C(F)(F)F)NCCN2)cc1	-1.8%	2%
O=S(=O)(NNc1nc(-c2ccccc2)c2cc(Cl)ccc2n1)c1ccccc1	3.4%	2%
Cc1cccc(OCC(=O)Nc2ccc(N3CCCC3)cc2)c1C	12%	-4%
COc1cc(NC(=O)COc2ccccc2Cl)cc(OC)c1	-0.6%	1%
CCCN(CCC)CCNC(=O)C1CC(=O)N(c2ccc(OC)cc2)C1c1ccc(OC)cc1 (centres undefined)	2.5%	nt
Brc1ccc(-c2nnc3n2-c2ccccc2CC3)cc1	2.5%	3%
CCOc1ccc(CNC(=O)C2CCN(S(=O)(=O)CC)CC2)cc1OC	5.3%	-5%
CCN(CC)C(=O)CSc1nnc(-c2ccco2)n1Cc1ccco1	-1.9%	-8%
CCOC(=O)c1ccc2nc(C)c(C/C=C(/C)Cl)c(Cl)c2c1	3.8%	0%
CCN(CC)CC(O)COc1ccccc1C(=O)CCc1ccccc1 (centres undefined)	2.4%&1.2%	-4%&-1%
CCc1cccc(OCC(=O)Nc2ccc(S(=O)(=O)Nc3onc(C)c3C)cc2)c1	3.9%	-14%
COc1ccccc1NC(=O)CN1CCN(CC(=O)Nc2cc(NC(C)=O)ccc2OC)CC1	0.8%	-1%
COc1ccc(C)cc1-n1nnnc1SCC(=O)c1cc(C)n(Cc2ccco2)c1C	1.0%	12%
CC1Cc2ccccc2N1C(=O)Cn1c(=O)oc2cc(S(=O)(=O)NC3CCCC3)ccc21 (centres undefined)	3.3%	1%
CCOc1cc(S(=O)(=O)N2CCN(c3ccc(F)cc3)CC2)c(OCC)cc1-n1cnnn1	-2.8%	-15%
COC(=O)c1c(NC(=O)CCc2ccccc2)sc2c1CCC(C)C2 (centres undefined)	-0.1%	0%
CN(CC(=O)NC1CCCCCCC1)S(=O)(=O)c1cccc2cccnc12	4.2%	5%
O=C1CC(c2ccccc2)CC2=C1C(c1c(F)cccc1Cl)Nc1ccccc1N2 (centres undefined)	3.0%	4%
CCOC(=O)C1=C(C)N(CCOC)C(=O)/C1=C\c1ccccc1F	2.3%	3%
CCOc1ccc(N2C(=O)CC(n3nc(C)cc3C)C2=O)cc1 (centres undefined)	-0.2%	3%
COc1ccc(-n2c(SCCC(=O)O)nnc2-c2ccncc2)cc1	-3.8%	-1%
CCN(C(=O)CCS(=O)(=O)c1ccc(Br)cc1)c1ccc2c(c1)OCO2	4.9%	7%
CCN(CC)S(=O)(=O)c1cccc(-c2nnc(SCCCC(=O)c3ccc(F)cc3)o2)c1	2.2%	-6%
CCOC(=O)c1c(-c2ccccc2)oc2ccc(OCC(=O)N(CC)CC)cc12	-3.5%	2%

Five compounds picked at random from those above:
SMILES	Hsp70 displacement	Rat MKP-3 inhibitors
CC1Cc2ccccc2N1C(=O)Cn1c(=O)oc2cc(S(=O)(=O)NC3CCCC3)ccc21 (centres undefined)	3.3%	1%
O=C1CC(c2ccccc2)CC2=C1C(c1c(F)cccc1Cl)Nc1ccccc1N2 (centres undefined)	3.0%	4%
COc1ccccc1NC(=O)CN1CCN(CC(=O)Nc2cc(NC(C)=O)ccc2OC)CC1	0.8%	-1%
COC(=O)c1c(NC(=O)CCc2ccccc2)sc2c1CCC(C)C2 (centres undefined)	-0.1%	0%
CCc1cccc(OCC(=O)Nc2ccc(S(=O)(=O)Nc3onc(C)c3C)cc2)c1	3.9%	-14%

(next part)
SMILES	Hsp70 displacement	Rat MKP-3 inhibitors
CCn1c(=O)cc(SCC(=O)Nc2ccc(OC)c(OC)c2)c2ccccc21	1.7%	nt
O=C(Nc1nc2nc(-c3ccccc3)cc(-c3ccccc3)n2n1)c1ccco1	-2.5%	-9%
O=C(Nc1c[nH]c(=O)[nH]c1=O)c1ccc(Cl)c(Cl)c1	1.2%	1%
O=C(NC1=NCCS1)c1cccc(NC(=O)c2ccco2)c1	-3.2%	-5%
CCC(C)(C)n1nnnc1C(c1ccc(OC)c(OC)c1)N1CCN(c2ccc(OC)cc2)CC1 (centres undefined)	-1.3%	-10%
CCOC(=O)CSc1nnc(CCc2nc3ccccc3[nH]2)n1C	-1.1%	-9%
CCCn1c(=O)c(C(=O)Nc2cccc(C)c2)c(O)c2ccccc21	-2.8%	0%
COc1cc(/C=C2/C(=O)NN(c3ccc(Cl)cc3)C2=O)ccc1O	-0.8%	0%
CN(C)c1ccc(C(=O)N2CC(=O)N(CCc3ccccc3)C(=O)C2)cc1	-0.4%	1%
CCC(c1nnnn1Cc1ccco1)N(Cc1ccccc1OC)Cc1cc2cc(C)ccc2[nH]c1=O (centres undefined)	-2.8%	-5%
CC(OC(=O)c1cc2sccc2n1C)C(=O)NCC1CCCO1 (centres undefined)	7.5%	1%
O=S(=O)(NCCc1csc(-c2ccccc2)n1)c1ccc2c(c1)OCCO2	0.4%	0%
COc1cccc(C(O)c2nc3ccccc3n2C(C)C)c1 (centres undefined)	3.6%&10%	2%
CCOCCCNC(=O)c1ccc2c(c1)OCO2	-1.7%	-8%
O=c1ccc(/C=C/c2ccccc2)nn1Cc1ccc(Cl)cc1Cl	3.1%	nt
Cc1cc(C)n(-c2nc(SCC(=O)NCC3CCCO3)c3c4c(sc3n2)CCCC4)n1 (centres undefined)	-5.3%	2%
O=C(Nc1nncs1)c1sc2ccccc2c1Cl	-3.8%	5%
CCNS(=O)(=O)c1ccc(OCCNS(C)(=O)=O)cc1	1.1%	-12%
COc1ccc(OC)c(NC(=O)c2ccc(NC(C)=O)cc2)c1	-1.2%	-4%
Cc1ccc(Cl)cc1NS(=O)(=O)c1ccc(Cl)cc1	2.9%	0%
Cn1c(=O)cc(OCC(=O)NCc2cccnc2)c2ccccc21	0.3%	-3%
CCOc1ccc(-c2noc(CCCC(N)=O)n2)cc1OC	19%	nt
O=C(CSc1nnc(-c2ccccc2)o1)Oc1ccc(Br)cc1	-2.5%	nt
CCOC(=O)c1ccc(NC(=O)CCN2C(=O)S/C(=C\c3ccccc3OC)C2=O)cc1	3.3%	0%
O=C(CSc1nnc(-c2cccnc2)o1)OC1CCCCC1	11%	2%
CCOc1cc(OCC)cc(C(=O)Nc2cc([N+](=O)[O-])ccc2Cl)c1	-1.2%	0%
O=C(Oc1ccc(/C=N/NC(=O)C2COc3ccccc3O2)cc1)c1cccnc1 (centres undefined)	0.9%	1%
CCOC(=O)C1=C(O)/C(=C/c2ccco2)SC1=Nc1ccc([N+](=O)[O-])cc1	-2.4%	2%
CCN(CC)c1nc(C)c(C(C)=O)cc1C#N	0.7%	nt
O=C(NCc1ccco1)c1scc2c1OCCO2	-0.3%	2%
O=c1[nH]c(-c2ccccc2)c(-c2ccccc2)[nH]1	-3.0%	-4%
O=C(Nc1scc(-c2ccccc2)c1C(=O)O)c1ccco1	2.6%	4%
CCOC(=O)c1c(NC(=O)Cc2cccs2)sc(C(=O)N2CCCCC2)c1C	-2.4%	-3%
CCC(Sc1nc2sc(C(=O)OC)c(C)c2c(=O)n1N)C(=O)N(CC)CC (centres undefined)	-1.4%	nt
CC(=O)Nc1cccc(/C(C)=N/N=C2/NC(=O)C(CC(=O)Nc3ccc(Cl)cc3Cl)S2)c1 (centres undefined)	1.1%	5%
COc1ccc(C)cc1NC(=O)CC(O)(C(F)(F)F)C(F)(F)F	-2.2%	nt
COc1ccccc1OCCOc1ccc(Br)cc1/C=C1/SC(=S)N(C)C1=O	2.8%	1%
CCCc1nc(SCc2ccc(Cl)cc2Cl)n[nH]1	5.1%	nt
CCc1[nH]nc2c1C1(CCOC1C)C(C#N)=C(N)O2 (centres undefined)	3.8%	-13%
O=C(CCN1CCc2ccccc2C(c2ccccc2)C1)c1ccc2c(c1)OCCO2 (centres undefined)	0.7%	nt
CC1S/C(=N/N=C/c2cccc(Br)c2)NC1=O (centres undefined)	2.4%	-4%
CCOC(=O)Cc1csc(NC(=O)c2cccc(F)c2)n1	2.4%	2%
C/C(=C1\SC(N2CCOCC2)=NC1=O)c1ccc(C)cc1	-5.7%	-10%
Cc1cc(=O)n(-c2ccc([N+](=O)[O-])cc2)[nH]1	-3.5%	7%
COc1ccccc1C(=O)N1CCN(C(=O)COc2ccc(Cl)cc2)CC1	-3.6%	4%

Compound profiles, from the list above.
Results for COc1ccccc1OCCOc1ccc(Br)cc1/C=C1/SC(=S)N(C)C1=O → Hsp70 displacement: 2.8%; Rat MKP-3 inhibitors: 1%
Results for CCC(Sc1nc2sc(C(=O)OC)c(C)c2c(=O)n1N)C(=O)N(CC)CC (centres undefined) → Hsp70 displacement: -1.4%; Rat MKP-3 inhibitors: nt
Results for CCCc1nc(SCc2ccc(Cl)cc2Cl)n[nH]1 → Hsp70 displacement: 5.1%; Rat MKP-3 inhibitors: nt

Later entries
SMILES	Hsp70 displacement	Rat MKP-3 inhibitors
O=C(Nc1nc(-c2ccc(Cl)s2)cs1)c1cccs1	-3.3%	-9%
COc1ccc(OC)c(C2C3=C(Nc4c2c(=O)n(C)c(=O)n4C)c2ccccc2C3=O)c1 (centres undefined)	-0.4%	4%
CCOC(=O)c1nnn(-c2nonc2N)c1CNc1ccccc1	0.2%	4%
Cc1ccc(OCC(O)CNS(=O)(=O)c2ccccc2C(=O)O)cc1 (centres undefined)	6.3%	-1%
Cc1cc(C)nc(Nc2n[nH]c(COc3ccc(Cl)cc3)n2)n1	0.4%	5%
Cc1cc(=O)n2[nH]c(-c3ccc(F)cc3)cc2n1	0.3%	-3%
CCc1nnc(NC(=O)c2ccc(COc3ccc(C)cc3)o2)s1	-3.0%	-2%
Nc1ccc2nc(-c3cccc(Cl)c3)oc2c1	0.7%	-1%
Cc1cccc(Cn2c(Sc3nc(C)cs3)nc3c2c(=O)[nH]c(=O)n3C)c1	-3.9%	4%
CCOc1ccc2[nH]c(=O)c(C(c3nnnn3Cc3ccco3)N3CCC(C)CC3)cc2c1 (centres undefined)	-2.1%	-3%
CCN(CC)S(=O)(=O)c1ccc(NC(=O)CCc2ccccc2)cc1	-0.6%	-1%
CCN(CC)C(=O)C1CCCN(c2ncnc3c2cnn3-c2cccc(C)c2)C1 (centres undefined)	-0.9%	-1%
NS(=O)(=O)c1ccc(N/C=C/C(=O)c2ccco2)cc1	-4.2%	0%
c1ccc(-n2nnnc2SCc2cccc(CSc3nnnn3-c3ccccc3)n2)cc1	4.8%&7.6%	2%
CCOc1ccc(CCNC(=O)CN(C)S(=O)(=O)c2ccc3c(c2)CCC(=O)N3)cc1OCC	5.9%	nt
O=[N+]([O-])c1ccc(Sc2nc3ccccc3o2)c([N+](=O)[O-])c1	-32%	nt
CCC(c1ccccc1)c1nnc(NC(=O)Nc2cccc(Cl)c2)s1 (centres undefined)	4.2%	-4%
O=C(Oc1cccnc1)c1ccc(Cl)cc1	-2.1%	-3%
COc1cccc(-c2nnn(CC(C)=O)n2)c1	-3.6%	nt
O=C(CN(Cc1ccc2c(c1)OCO2)C(=O)CNS(=O)(=O)c1ccccc1)NCC1CCCO1 (centres undefined)	7.4%	-7%
CC(=O)Nc1ccccc1NC(=O)c1ccccc1Cl	-1.4%	1%
CCOC(=O)N1CCN(C(=O)CCCn2c(=S)[nH]c3ccccc3c2=O)CC1	0.3%	-16%

Rewritten with values ahead of the structure: 5 of the compounds above
Hsp70 displacement	Rat MKP-3 inhibitors	Structure
-2.5%	nt	O=C(CSc1nnc(-c2ccccc2)o1)Oc1ccc(Br)cc1
4.8%&7.6%	2%	c1ccc(-n2nnnc2SCc2cccc(CSc3nnnn3-c3ccccc3)n2)cc1
2.8%	1%	COc1ccccc1OCCOc1ccc(Br)cc1/C=C1/SC(=S)N(C)C1=O
1.5%	-9%	CCOCCSc1nnc2nc(C)cc(C)n12
-2.2%	nt	COc1ccc(C)cc1NC(=O)CC(O)(C(F)(F)F)C(F)(F)F

Not all compounds are listed. The share of hits here may be higher or lower than overall.
